Tn6 DDE FP – disrupts Tn6 cyclic peptide binding to fibrin D-Dimer-E complex | inhibition, % at 8.3 µM | AID 720509 | hit rate 0.21% among 370,000 | Fibrin DD(E) TRITC-Tn6 fluorescence polarization displacement | P02675;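 active means inhibition above a per-campaign cutoff: mean of compounds within control limits plus 3 SD, cut at about 15% in these data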;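 further: 0% = median of all compound wells on the plate and 100% = blocking peptide control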
MBD2 DNA inh – MBD2-methylated oligo binding inhibition; hit rate 0.31% among 370,000; inhibition, % at 4.4 µM; TR-FRET, MBD2 binding to methylated oligonucleotide; Q9UBB5; in the data active means inhibition above about 13%
Target sequence (Q9UBB5 whole entry, looked up): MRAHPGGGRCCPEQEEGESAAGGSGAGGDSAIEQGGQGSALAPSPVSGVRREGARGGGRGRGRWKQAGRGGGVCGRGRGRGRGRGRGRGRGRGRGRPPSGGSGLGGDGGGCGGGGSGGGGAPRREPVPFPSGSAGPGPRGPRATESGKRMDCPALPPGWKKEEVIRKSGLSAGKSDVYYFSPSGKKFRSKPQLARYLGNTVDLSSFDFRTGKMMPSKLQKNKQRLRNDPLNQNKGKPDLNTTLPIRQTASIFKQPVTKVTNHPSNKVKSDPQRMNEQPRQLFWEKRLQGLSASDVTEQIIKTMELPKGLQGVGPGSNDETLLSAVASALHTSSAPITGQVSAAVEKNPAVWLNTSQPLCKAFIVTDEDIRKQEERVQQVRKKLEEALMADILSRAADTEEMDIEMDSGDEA
LEDGF integ inh – blocks HIV-1 LEDGF/p75-dependent DNA integration. TR-FRET IN-LEDGF/p75 DNA integration, Eu/Cy5. inhibition, % at 3.7 µM. hit rate 0.64% among 370,000;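 active means inhibition above the screen-wide mean plus 3 SD, cut at about 13% in these data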;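 further: signal is the Cy5 over europium emission ratio at 671 and 618 nm; 0% = plate median of compound wells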
PRMT1 inh – PRMT1 (human) inhibition, primary screen; recombinant PRMT1, activity-based probe fluorescence polarization; Q99873; hit rate 1.3% among 370,000; inhibition, % at 2.79 µM; AID 652257;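 active means inhibition above about 21% made by adding two undisclosed values, limit read from the data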
proKLK7 act – proKLK7 (human) activation, primary screen. P49862. hit rate 0.9% among 370,000. activation, % at 7 µM. purified proKLK7, EDANS-DABCYL substrate fluorescence; 100% is mature enzyme control, 0% vehicle;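 active means activation above the mean of all tested compounds plus 3 SD, computed per campaign excluding outliers beyond control limits, cut at about 13% in these data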
Target sequence (P49862 whole entry, looked up): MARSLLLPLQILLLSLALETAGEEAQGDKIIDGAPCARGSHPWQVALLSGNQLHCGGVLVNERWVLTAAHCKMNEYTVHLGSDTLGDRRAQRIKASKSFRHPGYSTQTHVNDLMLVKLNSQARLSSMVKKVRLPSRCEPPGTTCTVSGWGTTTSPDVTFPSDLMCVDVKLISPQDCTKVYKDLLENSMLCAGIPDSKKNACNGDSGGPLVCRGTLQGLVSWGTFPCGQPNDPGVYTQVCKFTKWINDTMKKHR
DDE Tn7 FP inh – inhibitors of Tn7 peptide binding to human fibrin DD(E). AID 720508. FP displacement of FITC-Tn7 peptide from fibrin DD(E); 0% = median of compound wells per plate. hit rate 0.13% among 370,000. P02675. inhibition, % at 8.3 µM;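 active means inhibition above the mean of compounds falling within the control limits plus 3 SD of them, cut at about 14% in these data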;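 further: 0% = plate median of compound wells and 100% = 10 µM Aha-Tn7 peptide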
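assay system = human clot-derived fibrin DD(E) complex | quantity = Fibrin-DD(E) at 2 µM final | timing = 10 min preincubation, 3 h with tracer, room temperature | signal = fluorescence polarization | measure = percent inhibition | benchmarks = high control wells with 10 µM unlabelled Aha-Tn7 peptide (full inhibition) | replicates = singlicate testing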
TCR CD3 inh – human TCR-CD3 binding inhibition. TAMRA-labeled TCR probe fluorescence, biochemical. inhibition, % at 9.4 µM. hit rate 0.37% among 360,000. AID 651800; in the data active means inhibition above about 19%;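 further: recombinant mutant TCR 2C K166C tagged with TAMRA read by polarization; 0% = receptor in buffer alone and 100% = receptor with positive control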
SIAE inh – blocks human sialic acid acetylesterase. SIAE FP-Rh probe binding, fluorescence polarization. Q9HAT2. hit rate 0.69% among 370,000. inhibition, % at 9.66 µM;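 active means inhibition above a cutoff: mean of compounds within the control limits plus 3 SD of those, cut at about 17% in these data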;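 further: 0% = plate median of compound wells and 100% = probe without SIAE protein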
TDP2 inh – blocks human TDP2 phosphodiesterase activity; O95551; recombinant TDP2, T5PNP hydrolysis, p-nitrophenol absorbance 415 nm; inhibition, % at 12.8 µM; hit rate 0.34% among 370,000;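 active means inhibition above the mean of all tested compounds plus 3 SD, set per campaign, cut at about 25% in these data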;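 further: 0% = DMSO with enzyme and 100% = buffer with substrate but no TDP2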
Target sequence (O95551 whole entry, looked up): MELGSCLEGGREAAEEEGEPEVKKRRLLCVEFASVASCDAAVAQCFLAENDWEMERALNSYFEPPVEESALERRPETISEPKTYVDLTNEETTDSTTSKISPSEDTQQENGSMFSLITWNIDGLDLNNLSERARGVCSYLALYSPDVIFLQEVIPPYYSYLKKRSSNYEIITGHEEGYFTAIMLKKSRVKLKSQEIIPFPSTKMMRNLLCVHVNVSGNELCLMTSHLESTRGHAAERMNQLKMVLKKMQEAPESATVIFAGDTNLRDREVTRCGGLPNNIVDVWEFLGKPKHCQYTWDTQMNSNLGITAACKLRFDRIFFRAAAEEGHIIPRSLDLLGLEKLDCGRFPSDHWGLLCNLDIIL
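Assay system: Recombinant human TDP2 | Quantity: 120 nM TDP2 per well | Incubation: 2 h at 37 °C | Signal: Epi absorbance | Evaluation: Percent inhibition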
UHRF1 MBD2 ctr – blocks human UHRF1 binding to methylated DNA; inhibition, % at 4.4 µM; UHRF1 binding to methylated oligo, TR-FRET; Q96T88; hit rate 0.75% among 370,000; in the data active means inhibition above about 21%;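 further: UHRF1 SRA domain binding a hemimethylated CpG hairpin DNA probe; 0% = median of test compound wells and 100% = reference inhibitor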
* hit, by the source's call.

COc1cc(C(c2nnnn2C2CCCC2)N2CCN(C(=O)c3ccco3)CC2)cc(OC)c1OC (centres undefined) was read as Tn6 DDE FP 2, MBD2 DNA inh -4, LEDGF integ inh 1, PRMT1 inh 2, proKLK7 act -0.7, DDE Tn7 FP inh -2, TCR CD3 inh 3, SIAE inh 3, TDP2 inh 2 and UHRF1 MBD2 ctr -1.
For Cc1ccc(CNc2nc(-c3cccnc3)nc3ccccc23)cc1 the results were Tn6 DDE FP -10, MBD2 DNA inh -7, LEDGF integ inh 1, PRMT1 inh 2, proKLK7 act -0.2, DDE Tn7 FP inh 0, TCR CD3 inh 1, SIAE inh -20, TDP2 inh 7 and UHRF1 MBD2 ctr 1.
For Fc1ccc(-n2nnnc2-c2cnc(-c3cccs3)nc2C(F)(F)F)cc1 the results were Tn6 DDE FP -6, MBD2 DNA inh 7, LEDGF integ inh 3, PRMT1 inh -5, proKLK7 act 7.5, DDE Tn7 FP inh 1, TCR CD3 inh 7, SIAE inh -10, TDP2 inh -3 and UHRF1 MBD2 ctr -2.
`COc1cc(C2NC(=O)NC(C)=C2C(=O)OC2CCC(C)CC2)ccc1O` (centres undefined) gave Tn6 DDE FP -2, MBD2 DNA inh 1, LEDGF integ inh 4, PRMT1 inh 6, proKLK7 act 0.3, DDE Tn7 FP inh -6, TCR CD3 inh -4, SIAE inh 3, TDP2 inh 2 and UHRF1 MBD2 ctr 0.
CC(=O)OCc1c(C(F)(F)F)nn(C)c1Oc1ccccc1 was read as Tn6 DDE FP 2, MBD2 DNA inh 3, LEDGF integ inh -1, PRMT1 inh 0, proKLK7 act -0.6, DDE Tn7 FP inh -2, TCR CD3 inh -2, SIAE inh -1, TDP2 inh 2 and UHRF1 MBD2 ctr 4.
`CCN(CC)C(=O)Cn1cc(S(=O)(=O)CC(=O)NCc2ccccc2)c2ccccc21` gave Tn6 DDE FP -1, MBD2 DNA inh 3, LEDGF integ inh 3, PRMT1 inh 3, proKLK7 act 0.1, DDE Tn7 FP inh -2, TCR CD3 inh 2, SIAE inh -4, TDP2 inh 4 and UHRF1 MBD2 ctr -1.
Screening CC(C)CCNC(=O)c1cc2c(=O)n3ccccc3nc2s1 returned Tn6 DDE FP 5, MBD2 DNA inh -8, LEDGF integ inh -5, PRMT1 inh -2, proKLK7 act 63*, DDE Tn7 FP inh 4, TCR CD3 inh 3, SIAE inh 1, TDP2 inh -4 and UHRF1 MBD2 ctr -4.
Screening O=C(Cn1nnc(-c2ccccc2)n1)N/N=C/c1ccc(-c2ccc(Cl)cc2)o1 returned Tn6 DDE FP 5, MBD2 DNA inh -7, LEDGF integ inh 6, PRMT1 inh -4, proKLK7 act -0.4, DDE Tn7 FP inh -3, TCR CD3 inh 1, SIAE inh -9, TDP2 inh -15 and UHRF1 MBD2 ctr -5.
For Cc1c(Cl)c(-c2n[nH]c(=S)n2Cc2ccco2)nn1C the results were Tn6 DDE FP 13, MBD2 DNA inh 0, LEDGF integ inh -1, PRMT1 inh 2, proKLK7 act -0.3, DDE Tn7 FP inh -4, TCR CD3 inh 8, SIAE inh 6, TDP2 inh 6 and UHRF1 MBD2 ctr 2.
For COc1ccc(N2CCN(C(=O)c3ccc4c(c3)CC(c3ccccc3)OC4=O)CC2)cc1 (centres undefined) the results were Tn6 DDE FP -7, MBD2 DNA inh 14*, LEDGF integ inh 0, PRMT1 inh 6, proKLK7 act -0.2, DDE Tn7 FP inh 4, TCR CD3 inh -3, SIAE inh -10, TDP2 inh -5 and UHRF1 MBD2 ctr 21*.
O=S(=O)(Nc1cccnc1)c1ccc(Cl)cc1 was read as Tn6 DDE FP 1, MBD2 DNA inh -1, LEDGF integ inh -4, PRMT1 inh -2, proKLK7 act -0.2, DDE Tn7 FP inh 1, TCR CD3 inh 0, SIAE inh 4, TDP2 inh -4 and UHRF1 MBD2 ctr 0.
N/C(=N\c1nc2c(c(=O)[nH]1)CCC2)Nc1cccc2ccccc12 was read as Tn6 DDE FP 6, MBD2 DNA inh 7, LEDGF integ inh 1, PRMT1 inh -2, proKLK7 act -0.3, DDE Tn7 FP inh 0, TCR CD3 inh 4, SIAE inh 3, TDP2 inh 7 and UHRF1 MBD2 ctr 14.
CCN1CCN(c2nc(Nc3cccc(F)c3)nc(N)c2[N+](=O)[O-])CC1 was read as Tn6 DDE FP 7, MBD2 DNA inh 3, LEDGF integ inh -1, PRMT1 inh 0, proKLK7 act -0.3, DDE Tn7 FP inh 7, TCR CD3 inh -1, SIAE inh -4, TDP2 inh 6 and UHRF1 MBD2 ctr -2.
O=C(C(Cl)Cl)N1CC2CCC(CC2)C1 was read as Tn6 DDE FP -1, MBD2 DNA inh 2, LEDGF integ inh 1, PRMT1 inh -9, proKLK7 act -0.5, DDE Tn7 FP inh 1, TCR CD3 inh 1, SIAE inh -3, TDP2 inh 1 and UHRF1 MBD2 ctr 0.
Screening CCCCOC1(c2ccccc2)OC(=O)c2ccccc21 (centres undefined) returned Tn6 DDE FP 4, MBD2 DNA inh -1, LEDGF integ inh 0, PRMT1 inh 0, proKLK7 act -0.1, DDE Tn7 FP inh -4, TCR CD3 inh 0, SIAE inh -3, TDP2 inh -1 and UHRF1 MBD2 ctr 5.
For O=C1CNCc2[nH]c3ccccc3c2N1c1ccccc1 the results were Tn6 DDE FP 3, MBD2 DNA inh 0, LEDGF integ inh -2, PRMT1 inh 8, proKLK7 act -1.5, DDE Tn7 FP inh -6, TCR CD3 inh -4, SIAE inh -7, TDP2 inh -11 and UHRF1 MBD2 ctr 3.
For COc1cccc(NC(=S)N(CCCN2CCOCC2)C(C)c2cc3ccccc3o2)c1 (centres undefined) the results were Tn6 DDE FP -7, MBD2 DNA inh -9, LEDGF integ inh 1, PRMT1 inh -1, proKLK7 act 0.1, DDE Tn7 FP inh 9, TCR CD3 inh 3, SIAE inh 4, TDP2 inh 3 and UHRF1 MBD2 ctr -1.
CC(C)CC(N)c1csc(Nc2ncccn2)n1 (centres undefined) was read as Tn6 DDE FP 1, MBD2 DNA inh 10, LEDGF integ inh -1, PRMT1 inh 1, proKLK7 act -0.4, DDE Tn7 FP inh 3, TCR CD3 inh -4, SIAE inh -1, TDP2 inh 16 and UHRF1 MBD2 ctr -1.
For O=C(NCCOc1ccccc1)C(=O)c1c[nH]c2ccccc12 the results were Tn6 DDE FP -4, MBD2 DNA inh -1, LEDGF integ inh 30*, PRMT1 inh 3, proKLK7 act 0.0, DDE Tn7 FP inh 1, TCR CD3 inh 4, SIAE inh -15, TDP2 inh -9 and UHRF1 MBD2 ctr 0.
For CCOc1ccc2nc(SCC(=O)NCc3ccc(S(N)(=O)=O)cc3)[nH]c2c1 the results were Tn6 DDE FP -1, MBD2 DNA inh 2, LEDGF integ inh 0, PRMT1 inh -5, proKLK7 act 0.1, DDE Tn7 FP inh -4, TCR CD3 inh 0, SIAE inh 2, TDP2 inh -1 and UHRF1 MBD2 ctr 3.
Screening COc1ccccc1C(=O)N/C(=C\c1cn(S(=O)(=O)N(C)C)c2ccccc12)C(=O)N1CCOCC1 returned Tn6 DDE FP -3, MBD2 DNA inh -5, LEDGF integ inh 0, PRMT1 inh 0, proKLK7 act -0.3, DDE Tn7 FP inh -2, TCR CD3 inh 1, SIAE inh 1, TDP2 inh 10 and UHRF1 MBD2 ctr 0.
CCCN(CC1CC1)C(=O)CSc1nnc(-c2ccncc2)n1-c1ccc(OC)cc1 was read as Tn6 DDE FP 6, MBD2 DNA inh 0, LEDGF integ inh 0, PRMT1 inh 0, proKLK7 act 1.3, DDE Tn7 FP inh -6, SIAE inh 0, TDP2 inh 5 and UHRF1 MBD2 ctr -2.
CCOCC(=O)Nc1ccccc1C(=O)O was read as Tn6 DDE FP 3, MBD2 DNA inh 0, LEDGF integ inh -4, PRMT1 inh -4, proKLK7 act 0.5, DDE Tn7 FP inh -8, TCR CD3 inh -1, SIAE inh 9, TDP2 inh 1 and UHRF1 MBD2 ctr 3.
Cc1cc(NC(=O)CSc2cn(CCNC(=O)c3ccc(Cl)cc3)c3ccccc23)no1 was read as Tn6 DDE FP -1, MBD2 DNA inh 0, LEDGF integ inh 1, PRMT1 inh 4, proKLK7 act -0.2, DDE Tn7 FP inh -1, TCR CD3 inh -1, SIAE inh -11, TDP2 inh -1 and UHRF1 MBD2 ctr 1.
COc1ccc2c(c1)oc(=O)c1ccccc12 was read as Tn6 DDE FP -1, MBD2 DNA inh 3, LEDGF integ inh -2, PRMT1 inh 2, proKLK7 act -4.6, DDE Tn7 FP inh -3, TCR CD3 inh 4, SIAE inh 2, TDP2 inh -3 and UHRF1 MBD2 ctr -13.
O=C1CC(c2ccc(O)cc2)Oc2cc(O)ccc21 (centres undefined) was read as Tn6 DDE FP -1, MBD2 DNA inh -3, LEDGF integ inh -3, PRMT1 inh 1, proKLK7 act 0.6, DDE Tn7 FP inh 4, TCR CD3 inh 7, SIAE inh -3, TDP2 inh -3 and UHRF1 MBD2 ctr -1.
Screening CCOc1ccc(/C(C)=N/N2C(=O)C(CC(=O)Nc3ccc(OC)cc3[N+](=O)[O-])SC2=Nc2cccc(C)c2C)cc1 (centres undefined) returned Tn6 DDE FP -1, MBD2 DNA inh 0, LEDGF integ inh 1, PRMT1 inh 1, proKLK7 act -1.6, DDE Tn7 FP inh 4, TCR CD3 inh -2, SIAE inh 3, TDP2 inh 13 and UHRF1 MBD2 ctr -5.
For COCCNC(=O)COc1cccc2c1OC(C)(C)C2 the results were Tn6 DDE FP -2, MBD2 DNA inh -2, LEDGF integ inh 1, PRMT1 inh -3, proKLK7 act 0.1, DDE Tn7 FP inh -6, TCR CD3 inh -3, SIAE inh -2, TDP2 inh -2 and UHRF1 MBD2 ctr 0.
For CCOC(=O)c1c(NC(=O)CSc2nc3ccccc3s2)sc(C)c1C the results were Tn6 DDE FP -1, MBD2 DNA inh -5, LEDGF integ inh 4, PRMT1 inh 6, proKLK7 act -0.3, DDE Tn7 FP inh 2, TCR CD3 inh -2, SIAE inh -7, TDP2 inh -28 and UHRF1 MBD2 ctr 3.
Screening COc1cccc(-c2nc(NCC3CCCO3)c3ccccc3n2)c1O (centres undefined) returned Tn6 DDE FP -7, MBD2 DNA inh -1, LEDGF integ inh 3, PRMT1 inh 0, proKLK7 act 0.4, DDE Tn7 FP inh -1, TCR CD3 inh -2, SIAE inh 9, TDP2 inh 11 and UHRF1 MBD2 ctr -3.
For COc1ccc(C2=CC(c3cc(OC)c(OC)c(OC)c3)NC(=S)N2)cc1 (centres undefined) the results were Tn6 DDE FP 1, MBD2 DNA inh 0, LEDGF integ inh 2, PRMT1 inh 8, proKLK7 act -3.2, DDE Tn7 FP inh -8, TCR CD3 inh -5, SIAE inh 5, TDP2 inh 2 and UHRF1 MBD2 ctr -4.
